Mdm2-MdmX inh = inhibitors of human Mdm2/MdmX interaction; SaOS-2 split-luciferase Mdm2/MdmX complementation, luminescence; O15151+Q00987; inhibition, % at 8 µM; actives 3% (n = 330,000);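 active means inhibition of at least 50% at 8 µM in the primary screen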
APJ antag = APJ receptor antagonism | CHO-K1 APJ beta-arrestin complementation, luminescence | P35414 | actives 0.32% (n = 330,000) | inhibition, % at 20 µM | AID 2521;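 active means inhibition above about 40% at 20 µM, limit read from the data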;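 further: cells challenged with 10 nM apelin-13 agonist together with compound; plate controls were apelin-13 plus DMSO wells for no effect and DMSO wells lacking apelin-13 for full effect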
Target sequence (P35414 whole entry, looked up): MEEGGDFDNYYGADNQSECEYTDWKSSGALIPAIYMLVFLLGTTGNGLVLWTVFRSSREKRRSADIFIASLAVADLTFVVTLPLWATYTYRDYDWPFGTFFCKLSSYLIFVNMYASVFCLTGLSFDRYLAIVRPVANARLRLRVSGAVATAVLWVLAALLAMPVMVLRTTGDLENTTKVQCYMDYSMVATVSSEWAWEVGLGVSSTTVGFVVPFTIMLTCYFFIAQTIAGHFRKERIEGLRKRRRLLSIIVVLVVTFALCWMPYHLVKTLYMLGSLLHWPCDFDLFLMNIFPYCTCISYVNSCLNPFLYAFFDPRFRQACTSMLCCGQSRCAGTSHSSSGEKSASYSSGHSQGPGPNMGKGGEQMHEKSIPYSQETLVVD
tim23-1 inh = tim23-1 yeast growth inhibition; inhibition, % at 20 µM; actives 1.3% (n = 330,000); S. cerevisiae tim23-1 growth, BacTiter-Glo luminescence, 24 h;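 active means growth inhibition of the mutant yeast at or above 50%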;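 further: temperature-sensitive mutant grown at 25 °C; plate controls were DMSO-treated mutant yeast for no effect and medium wells lacking yeast for full effect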
UPR CHOP act = apoptotic UPR (CHOP) activation; CHO-CHOP luciferase reporter, luminescence; percent of tunicamycin response over DMSO baseline; activation, % at 10 µM; actives 0.34% (n = 330,000);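 active means at 10 µM dose, activation of 40% or more, normalized to positive control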;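 further: 100% = tunicamycin at 10 µg/mL and 0% = DMSO alone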
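Material: CHO-CHOP cells, stable luciferase reporter of PERK-eIF2a-CHOP signalling; quantity: 500 reporter cells seeded per well; buffer or medium: F12 medium containing 10% fetal bovine serum; compound: one dose, 10 µM in 0.5% DMSO; incubation: 6 h compound treatment, 37 °C; measured by: Steady-Glo luciferase luminescence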
XBP1 UPR activ = adaptive UPR (XBP1) activation; CHO-XBP1 luciferase reporter, IRE1-XBP1 UPR activation, luminescence; percent of tunicamycin response, DMSO as zero; activation, % at 20 µM; actives 0.33% (n = 330,000);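 active means versus positive control, 20 µM dose yields 30% or more activation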;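 further: 100% = tunicamycin at 10 µg/mL and 0% = DMSO only wells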
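Material: CHO cell line with stable XBP1 luciferase reporter; buffer or medium: F12 medium containing 10% fetal bovine serum; compound: single point, 20 µM final compound, 1% DMSO; incubation: 6 h treatment, 37 °C; measured by: glow luminescence from Steady-Glo reagent; evaluation: activation, % of tunicamycin; control set: tunicamycin high, DMSO low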
tim10-1 inh = inhibits growth of tim10-1 mutant yeast. S. cerevisiae tim10-1 ts strain growth, BacTiter-Glo, 24 h. inhibition, % at 20 µM. actives 2.2% (n = 330,000). AID 463190;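 active means inhibition of at least 40%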;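 further: mutant grown at 25 °C; 0% = DMSO wells with yeast and 100% = wells holding no yeast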
TIM10 inh = TIM10 yeast growth inhibition; inhibition, % at 10 µM; AID 463195; actives 1.4% (n = 330,000); S. cerevisiae TIM10 strain growth, BacTiter-Glo luminescence, 24 h;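 active means inhibition of 40% or more at the single tested concentration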;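 further: wild-type TIM10 isogenic control strain grown at permissive 25 °C; 0% = DMSO yeast wells and 100% = minimal medium wells without yeast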
APJ ag = activates the human apelin receptor APJ | P35414 | CHO-K1 APJ PathHunter beta-arrestin, luminescence; 0% DMSO wells, 100% apelin | activation, % at 20 µM | actives 0.11% (n = 330,000) | AID 2520;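 active means activation more than six SD over the plate average, tested at 20 µM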;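 further: 0% = DMSO alone and 100% = apelin-13 at 10 nM; some results filed as inactive read as strong as hits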
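Test system: CHO-K1 APJ beta-arrestin complementation cell line. Amount: cell density 1000 per well. Controls: DMSO negative, 10 nM Apelin-13 positive. Signal: luminescent beta-gal fragment complementation, chemiluminescent substrate. Read-out basis: agonist-driven arrestin binding to APJ. Timing: compound stimulation 90 min at 25 °C, detection 60 min.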
CXCR6 block = blocks human CXCR6 beta-arrestin recruitment; O00574; CHO-K1 PathHunter CXCR6 beta-arrestin, luminescence; inhibition, % at 20 µM; actives 0.36% (n = 360,000); AID 602244; in the data active means inhibition above about 34%, passing the limit was not always enough;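 further: antagonist mode with CXCL16 agonist at 10 nM final; 0% = 10 nM CXCL16 with DMSO and 100% = unstimulated wells without agonist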
Target sequence (O00574 whole entry, looked up): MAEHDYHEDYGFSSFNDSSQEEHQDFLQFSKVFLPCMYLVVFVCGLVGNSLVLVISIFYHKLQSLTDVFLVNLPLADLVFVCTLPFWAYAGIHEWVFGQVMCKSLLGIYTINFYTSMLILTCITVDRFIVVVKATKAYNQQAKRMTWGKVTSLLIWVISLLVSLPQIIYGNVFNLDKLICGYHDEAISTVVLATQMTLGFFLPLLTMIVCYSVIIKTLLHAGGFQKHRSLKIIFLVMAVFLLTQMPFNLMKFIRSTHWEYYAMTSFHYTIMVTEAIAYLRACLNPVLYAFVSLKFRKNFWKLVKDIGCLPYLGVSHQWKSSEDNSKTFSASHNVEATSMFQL
Numbers without * were called inactive; · = not tested or not shown.

No.	Compound	Mdm2-MdmX inh	APJ antag	tim23-1 inh	UPR CHOP act	XBP1 UPR activ	tim10-1 inh	TIM10 inh	APJ ag	CXCR6 block
1	COc1ccc(-c2cn3cc([N+](=O)[O-])ccc3n2)cc1OC	-40	-33	14	5.0	9	16	1	1	-19
2	CCc1nnc(NC(=O)CN2CCN(CC)CC2)s1	7	11	1	-2.4	-3	-4	-2	-2	8
3	CCOC(=O)C1CCCN(C(=O)c2cccc(S(=O)(=O)N(C)c3ccc(C)cc3)c2)C1 (stereo unspecified)	-14	-50	36	-0.9	-3	27	15	-4	10
4	CCOc1ccc2[nH]c(=O)c(CN(CCc3ccccc3)C(=O)c3cnccn3)cc2c1	-6	-20	4	-1.7	1	3	-8	-1	-5
5	Cc1ccc(C)c(N(C(=O)c2csnn2)C(C(=O)NC2CCCC2)c2ccncc2)c1 (stereo unspecified)	6	-2	11	-0.4	-1	-8	-1	-5	2
6	CC(=O)Nc1ccccc1-c1nc2cc(C#N)c(C#N)cc2[nH]c1=O	2	13	4	3.5	3	17	12	-2	2
7	Cc1ccc(S(=O)(=O)CCC(=O)N(C)c2c(N)n(Cc3ccccc3)c(=O)[nH]c2=O)cc1	17	9	7	1.5	0	23	1	-3	8
8	Cc1ccccc1NS(=O)(=O)c1ccc(OCCNS(C)(=O)=O)cc1	20	-8	-7	3.5	-2	-5	7	-3	0
9	N#Cc1cccc(S(=O)(=O)NCC(=O)OCC(=O)c2ccc[nH]2)c1	2	5	5	2.2	2	8	-8	-2	-7
10	Cc1ccc(S(=O)(=O)N2CCCCC2)cc1NC(=O)c1ccc2ccccc2n1	-35	-2	12	3.3	3	16	14	-3	3
11	CC(=O)c1ccc(N2CCN(C(=O)c3ccc(Cn4c(=S)[nH]c5ccc(N6CCOCC6)cc5c4=O)cc3)CC2)cc1	7	-4	9	1.4	0	8	10	1	11
12	COc1ccc(C2=C3C(=O)OCC3Cc3ncn(Cc4ccccc4)c32)cc1 (stereo unspecified)	6	20	20	2.8	-2	17	3	2	1
13	Cc1nnsc1C(=O)NNC(=O)Nc1ccccc1	-11	4	2	0.9	0	5	1	-2	7
14	Cc1ccc(N=C2C(=O)Nc3ccc(Br)cc32)cc1	25	68*	33	1.7	-3	48*	6	-16	36
15	CC1CCc2sc(C(=O)N3CCN(c4ncccn4)CC3)cc2C1 (stereo unspecified)	12	-2	44	0.5	-2	33	20	-3	-3
16	CCOC(=O)C1CN(S(=O)(=O)c2ccccc2)c2cc(S(=O)(=O)CC)ccc2O1 (stereo unspecified)	-9	11	6	0.8	2	27	8	-5	4
17	COc1ccc(C(=O)Nc2c(N)nc(SCC(=O)Nc3ccc(NC(C)=O)cc3)[nH]c2=O)cc1OC	21	8	-14	0.8	-2	-5	-10	-2	5
18	NC(=O)NC(CC(=O)NNC(=O)c1ccccn1)c1ccc(Cl)cc1 (stereo unspecified)	-15	-39	12	-0.4	0	9	-1	5	-8
19	O=C(NCC(=O)N1CCCCCC1)c1ccc(Br)cc1	25	15	13	2.5	1	5	-13	0	-4
20	CCN(CC)CCN(C(=O)CN1C(=O)c2ccccc2C1=O)c1nc2cc3c(cc2s1)OCO3	-1	11	1	-0.7	-5	-2	4	6	13
21	COc1ccc(/C=C2\SC(=S)N(CCC(=O)N3CCCCC3)C2=O)cc1	64*	-14	28	-1.7	-1	18	1	2	4
22	CCc1ccc(N(C(=O)c2snc(C(N)=O)c2N)C(C(=O)NC2CCCC2)c2ccncc2)cc1 (stereo unspecified)	1	36	-10	2.7	0	-20	-13	0	1
23	CNC(=O)/C(=C/c1ccc2c(c1)OCO2)NC(=O)c1ccc(Br)cc1	7	-4	5	0.3	0	5	2	-3	8
24	CCCn1c(N)c(C(=O)CN2CCN(S(=O)(=O)c3cccc(Cl)c3)CC2)c(=O)[nH]c1=O	13	-5	-11	-2.0	2	-8	5	-2	-6

Entries of single compounds as entered above. Values in the order: Mdm2-MdmX inh, APJ antag, tim23-1 inh, UPR CHOP act, XBP1 UPR activ, tim10-1 inh, TIM10 inh, APJ ag, CXCR6 block
Entry for CCc1ccc(N(C(=O)c2snc(C(N)=O)c2N)C(C(=O)NC2CCCC2)c2ccncc2)cc1 (stereo unspecified) → 1, 36, -10, 2.7, 0, -20, -13, 0, 1
Entry for CNC(=O)/C(=C/c1ccc2c(c1)OCO2)NC(=O)c1ccc(Br)cc1 → 7, -4, 5, 0.3, 0, 5, 2, -3, 8

Part of the list above, with one line to a screen:
#14 Cc1ccc(N=C2C(=O)Nc3ccc(Br)cc32)cc1
#15 CC1CCc2sc(C(=O)N3CCN(c4ncccn4)CC3)cc2C1 (stereo unspecified)
#16 CCOC(=O)C1CN(S(=O)(=O)c2ccccc2)c2cc(S(=O)(=O)CC)ccc2O1 (stereo unspecified)
#17 COc1ccc(C(=O)Nc2c(N)nc(SCC(=O)Nc3ccc(NC(C)=O)cc3)[nH]c2=O)cc1OC
#18 NC(=O)NC(CC(=O)NNC(=O)c1ccccn1)c1ccc(Cl)cc1 (stereo unspecified)
#19 O=C(NCC(=O)N1CCCCCC1)c1ccc(Br)cc1
#20 CCN(CC)CCN(C(=O)CN1C(=O)c2ccccc2C1=O)c1nc2cc3c(cc2s1)OCO3
#21 COc1ccc(/C=C2\SC(=S)N(CCC(=O)N3CCCCC3)C2=O)cc1
#22 CCc1ccc(N(C(=O)c2snc(C(N)=O)c2N)C(C(=O)NC2CCCC2)c2ccncc2)cc1 (stereo unspecified)
#23 CNC(=O)/C(=C/c1ccc2c(c1)OCO2)NC(=O)c1ccc(Br)cc1

assay / entry | 14 | 15 | 16 | 17 | 18 | 19 | 20 | 21 | 22 | 23
Mdm2-MdmX inh | 25 | 12 | -9 | 21 | -15 | 25 | -1 | 64* | 1 | 7
APJ antag | 68* | -2 | 11 | 8 | -39 | 15 | 11 | -14 | 36 | -4
tim23-1 inh | 33 | 44 | 6 | -14 | 12 | 13 | 1 | 28 | -10 | 5
UPR CHOP act | 1.7 | 0.5 | 0.8 | 0.8 | -0.4 | 2.5 | -0.7 | -1.7 | 2.7 | 0.3
XBP1 UPR activ | -3 | -2 | 2 | -2 | 0 | 1 | -5 | -1 | 0 | 0
tim10-1 inh | 48* | 33 | 27 | -5 | 9 | 5 | -2 | 18 | -20 | 5
TIM10 inh | 6 | 20 | 8 | -10 | -1 | -13 | 4 | 1 | -13 | 2
APJ ag | -16 | -3 | -5 | -2 | 5 | 0 | 6 | 2 | 0 | -3
CXCR6 block | 36 | -3 | 4 | 5 | -8 | -4 | 13 | 4 | 1 | 8

#24 CCCn1c(N)c(C(=O)CN2CCN(S(=O)(=O)c3cccc(Cl)c3)CC2)c(=O)[nH]c1=O

assay / entry | 24
Mdm2-MdmX inh | 13
APJ antag | -5
tim23-1 inh | -11
UPR CHOP act | -2.0
XBP1 UPR activ | 2
tim10-1 inh | -8
TIM10 inh | 5
APJ ag | -2
CXCR6 block | -6

Additional structures follow:
No.	Compound	Mdm2-MdmX inh	APJ antag	tim23-1 inh	UPR CHOP act	XBP1 UPR activ	tim10-1 inh	TIM10 inh	APJ ag	CXCR6 block
25	CCc1ccc(NC(=O)c2ccc(F)c(S(=O)(=O)N(CC)c3ccccc3)c2)cc1	4	-7	3	4.4	-2	9	0	2	2
26	Cn1nc(-c2ccccc2)c(CSc2cccc(Cl)c2)c1Cl	50*	19	-10	-3.7	1	-12	1	-5	3
27	Nc1nnn(CC(=O)N/N=C/c2ccco2)n1	6	-9	-4	1.2	-3	-4	0	-5	3
28	CCCC12CN3CC(C)(CN(C1)C31C(=O)Nc3ccc(C)cc31)C2=O (stereo unspecified)	6	-13	24	-1.2	-1	12	18	3	3
29	O=C(NC1CCCc2ccccc21)C1CCN(S(=O)(=O)c2cnc[nH]2)CC1 (stereo unspecified)	-16	8	17	-1.2	-3	11	4	5	2
30	Cc1ccccc1CSc1nnc(-c2ccccc2)c(=O)[nH]1	-13	-7	17	1.1	-2	4	4	-3	4
31	CC(=O)c1ccc(N2CCN(C(=O)Cn3cnc(S(=O)(=O)N4CCCCC4)c3)CC2)cc1	-24	29	-5	1.5	-2	5	-5	0	8
32	O=C(COc1ccc2ccccc2c1Br)NCc1ccccn1	-7	-12	28	4.1	6	1	-11	-3	-6
33	COc1ccc2c(c1OC)C(=O)N(c1nccs1)C2	-20	9	14	-2.1	-3	14	13	-1	-2
34	O=C(CCNS(=O)(=O)c1cccs1)NCc1ccco1	-3	3	27	2.1	0	13	12	-2	0
35	COc1ccc(CSc2nnc(C)n2N)cc1Br	9	8	8	-1.3	3	-22	-2	1	7
36	O=C(COC(=O)c1ccccc1NC(=O)c1ccccc1)c1ccc([N+](=O)[O-])cc1	5	-46	-6	0.1	0	22	23	-2	-9
37	Cc1cc(S(=O)(=O)N2CCOCC2)ccc1OCC(=O)NCc1ccccn1	12	-1	6	0.8	-3	7	3	-2	-2
38	Nc1c(NCCc2ccccc2)c2ccccc2oc1=O	10	9	30	1.3	-1	29	-27	-4	14
39	COc1ccccc1C(=O)N1CCN(Cc2ccc3c(c2)OCO3)CC1	6	7	7	-0.8	-1	5	7	0	-4
40	COC(=O)c1ccc(C2c3[nH]c4ccccc4c3C[C@H]3C(=O)N(C)CC(=O)N23)cc1 (stereo partly specified)	3	-12	20	-1.8	-5	32	-4	5	-12
41	O=C(NCCN1CCOCC1)c1ccc(/C=C2\Sc3ccccc3N(Cc3ccccc3F)C2=O)cc1	60*	-17	32	1.0	7	33	13	2	-8
42	O=[N+]([O-])c1cccc(C2=NC(c3ccccc3)CO2)c1 (stereo unspecified)	31	8	0	0.6	-2	11	-1	-7	-7
43	COc1ccc(NC(=O)C(NS(=O)(=O)c2cccs2)C(C)C)cc1Cl (stereo unspecified)	6	3	14	1.2	-6	7	2	-3	-1
44	Nc1ccn([C@@H]2CS[C@H](CO)O2)c(=O)n1	5	-2	-8	-4.3	-4	-5	3	-1	·
45	O=C(Oc1ccc2c3c(c(=O)oc2c1)CCCC3)c1ccco1	7	12	50	-1.4	5	30	44*	-4	5
46	N/C(=N\O)c1ccc(N2CCN(c3ncccc3C(F)(F)F)CC2)nc1	-38	-2	7	5.9	4	14	12	8	-15
47	Cc1cccc(OCCC(=O)Nc2ccc(S(=O)(=O)N3CCCC3)cc2)c1	12	-17	22	-0.7	-3	20	6	8	14
48	O=C(OCC(=O)N1CCCC1=O)c1cc(Cl)ccc1O	-8	-5	28	1.6	-3	15	20	-2	-4
49	Cc1ccc(NC(=O)c2ccc3ccccc3n2)cc1S(=O)(=O)N(C)C	21	-2	-17	4.5	2	18	17	-3	2
50	C/C(CCc1ccc2c(c1)OCO2)=N\NC(=S)NC(C)C	6	15	29	-0.4	-3	29	13	-1	6
51	Cc1ccc(N(CCC#N)C(=O)CSc2nc3ccccc3c(=O)[nH]2)cc1	17	-3	-9	-0.6	-1	0	10	-6	5
52	COc1ccc(OCC(=O)NNC(=S)NC(=O)C2CCCCC2)cc1	-8	19	18	0.0	0	19	-22	-5	20
53	Cc1ccccc1C(=O)Nc1sc2c(c1C(=O)O)CCC2	-2	-18	10	-0.8	-2	19	-7	3	-1

Screens deposited in PubChem by Sanford-Burnham Center for Chemical Genomics.

The list is partial. The share of hits here may be higher or lower than overall.
